MT1-MMP act inh – inhibitors of human MT1-MMP activation; P50281; HT1080 RFP-PRO-GFP cells, GFP/RFP ratio fluorescence, overnight; percent of plate control window, DMSO zero; GFP/RFP ratio change, % at 20 µM; 360,000 tested, 0.061% active; AID 651647;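 active = GFP/RFP ratio change of at least 30% with cell ATP level not reduced by more than half and red fluorescence within 50% of control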; also: strong numbers were not always called active
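system = RFP-PRO-GFP reporter HT1080 cells | dosing = 20 µM single dose, 1% DMSO | timing = overnight cell settling, then overnight compound exposure, 37 °C, 5% CO2 | read-out basis = GFP/RFP fluorescence ratio | controls = DMSO and RFP-L50D-GFP cell wells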
MsrA inh – inhibitors of bovine MsrA; purified bovine MsrA, absorbance read-out; inhibition, % at 15.5 µM; 360,000 tested, 0.75% active; AID 651718; in the data active = inhibition above about 4.5%;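 also: 0% = vehicle wells with enzyme and 100% = reference inhibitor wells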
E coli Lon inh – inhibits E. coli Lon protease; P0A9M0; purified E. coli Lon protease, fluorescence polarization; inhibition, % at 7.94 µM; 360,000 tested, 0.42% active; AID 602123; in the data active = inhibition above about 13%, passing the limit was not always enough;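 also: 0% = enzyme with probe and DMSO and 100% = no enzyme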
Rin1 Abl inh – blocks binding of human Rin1 to Abl; P00519+Q13671; TR-FRET Rin1/Abl binding, biochemical; inhibition, % at 7.35 µM; 360,000 tested, 0.4% active; AID 588664; in the data active = inhibition above about 5%, passing the limit was not always enough
Neddylation inh – cullin neddylation inhibition; P61081+Q13564; TR-FRET cullin neddylation, biochemical; calls only at 25 µM; 360,000 tested, 0.58% active; AID 651699; in the data active = inhibition above about 36%
FAS-TE inh – inhibitors of human fatty acid synthase thioesterase domain. P49327. recombinant FAS-TE, OMFH fluorogenic substrate, fluorescence endpoint. inhibition, % at 15 µM. 360,000 tested, 0.67% active;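 active = compounds whose normalised, plate-corrected inhibition of enzyme fluorescence in the single-dose primary screen is 50% or more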;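 also: 0% = DMSO with enzyme and 100% = substrate without enzyme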
SKN-1 block – C. elegans SKN-1 inhibition; AID 624304; inhibition, % at 21.8 µM; 360,000 tested, 0.49% active; C. elegans VP596 Pgst-4::GFP/RFP ratio, acrylamide-induced, 24 h;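 active = interference check ratio from 0.5 to 1.5 plus GFP to RFP signal ratio inhibition reaching or exceeding a fixed threshold, cut at about 30% in these data, passing the limit was not always enough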; also: some compounds called inactive have numbers as strong as hits
NRP1-CendR mod – alters CendR peptide binding to human NRP-1. O14786. FAM-RPARPAR peptide binding to NRP-1, fluorescence polarization. inhibition, % at 25 µM. 360,000 tested, 0.85% active. AID 602438;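 active = inhibition or corrected inhibition above about 18%, plus a signal ratio from 0.5 to 1.5, limit read from the data, passing the limit was not always enough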; also: strong numbers were not always called active
Target sequence (O14786 whole entry, looked up): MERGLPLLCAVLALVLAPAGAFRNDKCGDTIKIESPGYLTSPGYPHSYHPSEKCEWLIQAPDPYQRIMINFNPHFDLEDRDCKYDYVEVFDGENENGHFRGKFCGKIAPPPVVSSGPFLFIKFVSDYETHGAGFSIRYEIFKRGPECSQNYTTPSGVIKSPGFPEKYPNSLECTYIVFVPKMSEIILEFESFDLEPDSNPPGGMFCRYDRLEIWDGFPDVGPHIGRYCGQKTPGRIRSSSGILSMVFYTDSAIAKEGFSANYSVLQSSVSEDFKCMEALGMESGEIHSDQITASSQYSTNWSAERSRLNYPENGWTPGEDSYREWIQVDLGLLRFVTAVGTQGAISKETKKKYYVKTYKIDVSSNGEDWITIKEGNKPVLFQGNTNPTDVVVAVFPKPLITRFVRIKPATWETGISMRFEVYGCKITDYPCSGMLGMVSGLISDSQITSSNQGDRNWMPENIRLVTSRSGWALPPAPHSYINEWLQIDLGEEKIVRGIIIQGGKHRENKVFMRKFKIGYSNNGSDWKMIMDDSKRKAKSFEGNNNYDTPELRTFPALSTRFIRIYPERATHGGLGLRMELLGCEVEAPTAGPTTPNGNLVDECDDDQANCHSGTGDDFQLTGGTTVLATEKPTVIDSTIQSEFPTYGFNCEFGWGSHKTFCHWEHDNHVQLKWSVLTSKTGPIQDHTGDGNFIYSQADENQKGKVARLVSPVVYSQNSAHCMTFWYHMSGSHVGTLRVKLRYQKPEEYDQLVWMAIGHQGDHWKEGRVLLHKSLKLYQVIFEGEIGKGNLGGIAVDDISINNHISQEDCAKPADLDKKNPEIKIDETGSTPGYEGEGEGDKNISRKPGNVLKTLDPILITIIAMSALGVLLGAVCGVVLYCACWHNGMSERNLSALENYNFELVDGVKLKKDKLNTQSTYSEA
MsrA act – activates bovine MsrA enzyme. 360,000 tested, 0.3% active. purified bovine MsrA, absorbance read-out. activation, % at 10.6 µM; in the data active = activation above about 7.5%;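 also: 0% = vehicle and 100% = reference activator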
* marks the source's active call; other numbers are inactive results; i = inactive; . = not tested or not shown; + = active, no number.

SMILES	MT1-MMP act inh	MsrA inh	E coli Lon inh	Rin1 Abl inh	Neddylation inh	FAS-TE inh	SKN-1 block	NRP1-CendR mod	MsrA act
CCCn1c(=S)[nH]c2cc(C(=O)N3CCc4ccccc43)ccc2c1=O	-4	-0.4	4	-3	i	1	-12	-8	-2
COc1ccc(N2CCN(C(=O)c3sc4ncn(CC(=O)N5CCCCC5)c(=O)c4c3C)CC2)cc1	3	-0.1	5	0	i	-7	8	4	4
COc1ccc(Cc2nc3ccc(C(=O)NC(C)Cc4ncccc4C)cc3o2)cc1OC (stereo not drawn)	-1	0.1	-9	0	i	-2	5	-2	-5
CC(=O)Oc1ccccc1C(=O)OCCN=C1NS(=O)(=O)c2ccccc21	-4	0.7	1	0	i	-4	1	-6	-2
CN(CCc1ccccn1)c1ncnc2[nH]ncc12	-3	-0.1	-2	0	i	-10	-13	1	0
CC(=O)N1CC=CC1(C)C(=O)NCc1cc(F)cc(C(F)(F)F)c1 (stereo not drawn)	2	0.4	8	1	i	-8	13	7	-1
CCn1c(CNC(=O)COc2ccc(C(C)C)cc2)nnc1SCC(=O)NC1CCCCC1C (stereo not drawn)	-9	-0.4	-9	-7	i	1	-11	-3	-5
CCCC(O)(CCC)C(=O)NN(C(=O)OC)c1ccccc1	-7	-0.7	4	1	i	-6	1	-2	-4
COc1ccc(CC(=O)Nc2cccc(-c3nnc(-c4ccco4)o3)c2)cc1	3	2.1	-3	-4	i	12	-3	2	-3
CCC(=O)N/N=C/c1ccc(-c2ccc(Cl)cc2)o1	2	4.8*	-2	3	i	7	6	-17	-4
CC1CCCC/C1=N\NC(=S)NCCc1ccccc1 (stereo not drawn)	0	1.8	5	0	i	18	4	4	0
O=C(NCCN1CCCC1)c1ccc(Br)cc1	-1	-0.3	4	0	i	-5	12	1	1
O=S(=O)(O)c1ccc(N=NNc2ccc(Br)cc2)cc1	-2	4.5	5	-1	i	0	5	4	-4
O=C(CC1c2ccccc2Oc2ccccc21)NCc1ccco1	-3	-0.7	-3	1	i	0	-3	-6	-7
COc1ccccc1NC(=O)C(C)N1C(=O)c2ccccc2C1=O (stereo not drawn)	0	1.0	-9	-1	i	-3	-2	3	-2
CC(=O)Nc1ccc(S(=O)(=O)Nc2ccc(S(=O)(=O)N3CCCC3)cc2)cc1	4	-0.6	1	0	i	-6	-6	7	-1
COc1ccccc1N1CCN(C(=O)CCc2ccc(S(=O)(=O)NCC(C)C)cc2)CC1	-2	-1.9	-2	-1	i	-9	-20	4	-14
Cc1noc(NC(=O)c2ccccc2)c1C#N	-1	1.3	2	2	i	-4	-24	-11	-2
CC1(C(=O)NC2CCCCCC2)CCC(=O)N1Cc1ccc2c(c1)OCO2 (stereo not drawn)	0	-0.9	1	0	i	-4	10	-6	-10
Nc1nc(-c2ccccn2)nc(N)c1Cc1c(F)cccc1Cl	1	-1.0	11	3	i	-6	18	9	-1
COc1ccc(OC)c(-c2cc(C(=O)N/N=C(\C)c3cccnc3)c3ccccc3n2)c1	1	3.2	-2	-2	i	-2	-5	8	-4
CC(=O)O/N=C/c1c(N2CCOCC2)n(C)c2ccccc12	-5	0.0	-1	-5	i	-8	-21	-13	-5
COc1ccc([C@@H]2CC=C(C(=O)O)[C@H](c3ccc(F)cc3)N2S(=O)(=O)c2ccc(Cl)cc2)cc1	-1	-0.1	-6	-1	i	2	-5	0	-1
C[C@H](CO)N1C[C@H](C)[C@@H](CN(C)CC2CCCCC2)Oc2ccc(NC(=O)Cn3cnnn3)cc2C1=O	3	0.2	2	2	i	-3	10	8	-1
Cn1nnc(NC(=O)c2ccc(Br)o2)n1	-2	-0.9	-15	2	i	-7	-6	14	-2
Nc1nc(NCC(=O)O)nc(NC2CCCCC2)c1[N+](=O)[O-]	1	3.1	-2	2	i	-4	11	4	-5
COc1ccc(/C=C/c2nc(S(=O)(=O)c3ccccc3)c(N(C)C)o2)cc1OC	0	1.8	-5	-1	.	17	12	12	-2
COc1ccc(-n2ncc3c(NCc4ccccn4)ncnc32)cc1	6	-0.1	-10	0	i	-2	0	-17	7
N#Cc1ccc(C(=O)Nc2nc3ccccc3[nH]2)cc1	3	1.2	-6	-2	i	-2	2	-1	-1
Cc1ccc(O)c(C=Nc2cc(C)ccc2O)c1	-14	.	-21	-1	i	4	-9	-11	-5
O=C1CCc2ccc(NS(=O)(=O)c3ccc(F)cc3)cc2N1	6	0.6	9	-2	i	-1	5	-8	-2
Cn1c(N)c(S(=O)(=O)N2CCN(c3ccccc3F)CC2)c(=O)n(C)c1=O	-3	0.3	11	-2	i	-4	-1	12	-10
Cc1ccc(NC(=O)CNCc2ccc(Cl)cc2Cl)cc1S(=O)(=O)N(C)C	1	-0.8	-9	2	i	14	15	10	-1
COCCNC(=O)C1CC(=O)N(c2ccc(F)c(Cl)c2)C1 (stereo not drawn)	3	0.6	-8	4	i	-5	-5	-4	-3
CCOC(=O)C1C(c2cccc(Cl)c2Cl)NC(=O)NC1(O)C(F)(F)F (stereo not drawn)	0	1.0	-3	1	i	-7	-11	5	-4
CN(CC(O)COc1ccc(OCC(O)CN(C)C2CCCCC2)cc1)C1CCCCC1 (stereo not drawn)	1	-0.2	1	1	i	-13	-33	-1	-6
C=CCN(CC=C)C(=O)c1ccccc1NC(=O)c1ccccc1C	2	0.9	4	1	i	-6	-8	-18	-3
O=C(NNS(=O)(=O)c1ccccc1[N+](=O)[O-])c1cccnc1	-2	-0.4	-10	-5	i	-6	-12	9	-6
Cc1nnc(C)n1/N=C/c1ccc(C(C)C)cc1	2	0.0	-2	0	i	-8	8	-5	-1
Cc1ccn2c(C(=O)NNC(=O)Nc3ccc(Cl)cc3)c(C)nc2c1	-2	-0.1	-7	-1	i	-1	7	1	-10
CC(C)(C)c1ccc(S(=O)(=O)NC(=O)C2(C)CCN2C(=O)CC2CC2)cc1 (stereo not drawn)	1	2.7	3	-2	i	-5	-15	-2	-1
CC1Cn2c(nc3sc4c(c3c2=O)CCC4)N1CCO (stereo not drawn)	-1	0.3	-2	3	i	-4	0	8	-4
CC1CCN(C(=O)COC(=O)c2ccc3c(c2)C(=O)N(Cc2ccco2)C3=O)CC1	4	-1.6	-6	-2	i	-10	11	1	7
CCOc1cc(C(=O)Nc2ccc([N+](=O)[O-])cn2)cc(OCC)c1OCC	1	-1.4	-9	1	i	5	-1	-2	-11
COc1ccc(C(C(=O)Nc2ccc(F)cc2)N2CCN(C(=O)c3ccco3)CC2)cc1 (stereo not drawn)	0	-0.7	.	.	i	.	8	-6	.
Cc1c(Oc2ccc(C(F)(F)F)cc2[N+](=O)[O-])ccc2c3c(c(=O)oc12)CCC3	-12	0.4	0	3	+	22	-2	-2	-5
CC1(C(=O)OCC(=O)Nc2cc(S(=O)(=O)N3CCOCC3)ccc2Cl)CC1(Cl)Cl (stereo not drawn)	1	0.3	4	1	i	-6	3	-2	-2
Cc1nc(COC(=O)c2ccc(S(=O)(=O)N3CCCC3)cc2)cs1	4	-0.3	-1	-2	i	-3	16	-1	-2

Two compounds from above with just FAS-TE inh:
mol,FAS-TE inh
CC(C)(C)c1ccc(S(=O)(=O)NC(=O)C2(C)CCN2C(=O)CC2CC2)cc1 (stereo not drawn),-5
CC1Cn2c(nc3sc4c(c3c2=O)CCC4)N1CCO (stereo not drawn),-4

Additional structures:
SMILES	MT1-MMP act inh	MsrA inh	E coli Lon inh	Rin1 Abl inh	Neddylation inh	FAS-TE inh	SKN-1 block	NRP1-CendR mod	MsrA act
O=C(c1ccco1)N1CCN(C2CN(Cc3ccc([N+](=O)[O-])cc3)S(=O)(=O)C2)CC1 (stereo not drawn)	-2	1.0	2	0	i	-3	7	3	-2
Cn1cccc1Cc1nnc(SCC(=O)Nc2ccc3c(c2)OCO3)n1CCc1ccccc1	1	1.6	5	0	i	8	1	-3	2
O=C(NC(=S)Nc1c(F)cc(F)cc1Br)c1ccc2c(c1)OCCO2	6	1.4	14	-2	i	12	0	-9	-1
Cc1nc2ccccc2nc1CC(O)(c1ccccc1)c1ccccc1	0	-0.3	1	2	i	27	-4	9	0
COc1ccc(CCN2C(=O)C3C4CC(C5C(C(=O)NN)=NOC45)C3C2=O)cc1OC (stereo not drawn)	1	0.8	-4	0	i	-2	-34	8	-8
CS(=O)c1ccccc1-c1nc(-c2ccc(Cl)cc2)no1 (stereo not drawn)	3	-0.1	-4	-1	i	-7	19	1	-9
O=C1N=C(N2CCN(c3cccc4ccccc34)CC2)S/C1=C/c1cccs1	-1	0.7	2	2	i	13	9	3	-13
CCC1(c2ccccc2)NC(=O)N(CC(=O)N(C)CC(=O)Nc2cccc(F)c2)C1=O (stereo not drawn)	-2	-0.3	-5	4	i	-6	-7	3	-3
Cc1noc(C)c1C(=O)OCC(=O)Nc1ccc(N2CCOCC2)cc1	9	-0.5	-2	-1	i	-9	-12	12	-10
COC(=O)c1scc(C)c1NC(=O)c1ccccc1F	-6	0.7	1	5	i	-1	-11	-8	-2
O=C(O)COc1ccc(C(=O)Cc2ccc3c(c2)OCCCO3)c(O)c1	0	0.7	-12	2	i	-9	-6	2	-1
C=CCOC(=O)C1=C(C)N=C2SCCC(=O)N2C1c1ccc(OC(=O)c2ccco2)cc1 (stereo not drawn)	-2	1.9	5	0	i	16	-3	-2	-6
COC(=O)c1ccc(Cn2cc([N+](=O)[O-])cn2)cc1	0	-0.8	2	2	i	1	3	8	-1
O=C(CSc1nc2ccccc2[nH]1)NC(=O)NCc1ccco1	-8	-1.1	-6	1	i	-18	-9	-15	-13
C=C(Br)Cn1c(CCC)nc2ccccc21	-1	-0.6	-4	1	i	-9	2	-12	0
Cn1c(SCC(=O)OCC(=O)c2ccccc2)nnc1-c1cccs1	-2	-0.5	7	8	i	-8	9	2	-2
O=C(Nc1nccs1)c1ccc(-c2ccc(Cl)cc2Cl)o1	6	-0.8	14	-1	i	-3	2	1	-6
Cc1cc(Cl)ccc1OCC(=O)Nc1ccccc1N1CCOCC1	15	-0.8	7	-1	i	23	1	-3	-1
O=C(C[n+]1cc(-c2ccccc2)n2c1CCC2)OCc1ccccc1	4	1.6	-3	0	i	-7	1	-1	-6
O=C(c1ccc(Br)s1)N1CCCC1	-9	0.7	-1	1	i	-3	7	4	-10
Nc1nnc(SCc2cccc(C(F)(F)F)c2)s1	5	0.1	-5	2	i	-8	9	-10	-2
C=CCNC(N)=S	-1	-0.4	-17	0	i	-4	-9	-2	1
CCN(CC)S(=O)(=O)c1ccc(N2CCOCC2)c(NC(=O)C(C)(C)C)c1	0	0.2	-1	-2	i	6	1	-3	-6
O=C(O)CSCC(=O)N1CCN(c2ccnc3cc(Cl)ccc23)CC1	4	.	4	7	i	-14	0	0	-13

Neddylation inh, hit marks shown above
SMILES | MT1-MMP act inh | MsrA inh | E coli Lon inh | Rin1 Abl inh | Neddylation inh | SKN-1 block | NRP1-CendR mod | MsrA act
Cc1c(Oc2ccc(C(F)(F)F)cc2[N+](=O)[O-])ccc2c3c(c(=O)oc12)CCC3 | -12 | 0.4 | 0 | 3 | + | -2 | -2 | -5

Complete entries, quoted from the list. Order of values: MT1-MMP act inh	MsrA inh	E coli Lon inh	Rin1 Abl inh	Neddylation inh	FAS-TE inh	SKN-1 block	NRP1-CendR mod	MsrA act
COC(=O)c1ccc(Cn2cc([N+](=O)[O-])cn2)cc1 in the list: 0	-0.8	2	2	i	1	3	8	-1
C=C(Br)Cn1c(CCC)nc2ccccc21 in the list: -1	-0.6	-4	1	i	-9	2	-12	0

(list continues)
SMILES	MT1-MMP act inh	MsrA inh	E coli Lon inh	Rin1 Abl inh	Neddylation inh	FAS-TE inh	SKN-1 block	NRP1-CendR mod	MsrA act
O=C(Cc1cc(=O)oc2cc(O)ccc12)NC(Cc1ccc(Cl)cc1)C(=O)O (stereo not drawn)	-2	3.7	7	4	i	-5	4	-10	-4
COc1cc(/C=C(\NC(C)=O)C(=O)O)cc(OC)c1OC	5	0.6	-6	-1	i	-4	5	3	-8
CCOC(=O)N1CCN(Cc2nnc(-c3cccc(Br)c3)o2)CC1	0	0.7	-4	2	i	-4	11	10	-2
OCC[C@H]1C[C@@H](O)[C@H](O)[C@@]2(CCc3ccccc3O2)O1	0	-0.3	-1	1	i	-10	-6	3	-5

Bioassay records from PubChem BioAssay.
